Scp1 inh: inhibitors of human Scp-1 phosphatase | Q9GZU7 | Recombinant Scp1, phosphopeptide, malachite green phosphate absorbance | inhibition, % at 20 µM | actives 0.88% (n = 340,000) | AID 493091;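 active = inhibition above about 50% at 20 µM, limit read from the data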;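 note: plate controls were DMSO wells with enzyme for no effect and wells lacking enzyme for full effect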
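Times: enzyme reaction 45 min at room temperature, colour 5 min, stabilisation 30 min. Material: SCP-1 catalytic fragment, aa 76-261. Medium: Acidic Tris acetate buffer with magnesium and detergent. Signal: colorimetric free-phosphate detection, absorbance 630 nm. Read-out basis: % inhibition of SCP-1 phosphate liberation. Reagent: Phosphorylated 17-residue peptide substrate.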
STEP block: blocks human striatal-enriched tyrosine phosphatase; recombinant STEP, OMFP fluorogenic substrate, fluorescence; inhibition, % at 20 µM; actives 0.25% (n = 360,000);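 active = inhibition at 20 µM, scaled per plate between control wells, above about 37%, limit read from the data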;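 note: 0% = DMSO with enzyme and substrate and 100% = substrate only without enzyme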
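material = STEP tyrosine phosphatase | reagent = fluorogenic phosphatase substrate OMFP at 25 µM final | doses = single compound dose of 20 µM, 1% DMSO final | schedule = 20 min reaction, room temperature, in the dark | measured by = fluorescence, 480/540 nm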
DNMT1 inh: DNMT1 (human) enzyme inhibition | DNMT1 molecular beacon, Hinp1I cleavage, fluorescence | inhibition (reported as % activation of signal), % at 10 µM | actives 0.83% (n = 360,000); in the data active = inhibition above about 50%
NRP1-CendR mod: alters CendR peptide binding to human NRP-1 | O14786 | FAM-RPARPAR peptide binding to NRP-1, fluorescence polarization | inhibition, % at 25 µM | actives 0.85% (n = 360,000) | AID 602438;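 active = inhibition or corrected inhibition above about 18%, plus a signal ratio from 0.5 to 1.5, limit read from the data, passing the limit was not always enough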; note: strong numbers were not always called active
E coli Lon inh: inhibits E. coli Lon protease | P0A9M0 | purified E. coli Lon protease, fluorescence polarization | inhibition, % at 7.94 µM | actives 0.42% (n = 360,000); in the data active = inhibition above about 13%, passing the limit was not always enough;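 note: 0% = enzyme with probe and DMSO and 100% = no enzyme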
Target sequence (P0A9M0 whole entry, looked up): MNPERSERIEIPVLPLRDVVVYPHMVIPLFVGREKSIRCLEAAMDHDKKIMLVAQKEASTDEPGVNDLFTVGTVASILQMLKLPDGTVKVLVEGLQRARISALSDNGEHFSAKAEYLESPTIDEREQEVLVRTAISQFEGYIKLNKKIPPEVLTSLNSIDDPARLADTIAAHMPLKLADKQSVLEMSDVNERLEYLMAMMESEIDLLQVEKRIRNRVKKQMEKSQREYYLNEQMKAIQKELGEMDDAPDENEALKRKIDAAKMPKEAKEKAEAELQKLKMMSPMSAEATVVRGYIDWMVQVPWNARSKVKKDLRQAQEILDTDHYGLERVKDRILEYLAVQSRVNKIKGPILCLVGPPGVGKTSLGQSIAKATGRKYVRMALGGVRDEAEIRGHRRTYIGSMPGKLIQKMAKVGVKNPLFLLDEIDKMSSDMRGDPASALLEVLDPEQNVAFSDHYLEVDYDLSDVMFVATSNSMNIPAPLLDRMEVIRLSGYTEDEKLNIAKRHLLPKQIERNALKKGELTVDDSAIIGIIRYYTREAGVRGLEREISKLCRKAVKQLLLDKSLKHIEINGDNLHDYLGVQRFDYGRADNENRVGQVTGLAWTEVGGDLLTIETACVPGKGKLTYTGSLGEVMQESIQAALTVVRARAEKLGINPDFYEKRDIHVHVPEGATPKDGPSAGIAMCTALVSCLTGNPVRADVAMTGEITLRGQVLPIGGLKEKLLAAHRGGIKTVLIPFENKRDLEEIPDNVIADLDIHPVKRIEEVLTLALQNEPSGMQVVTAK
LMPTP inh: LMPTP (human) inhibition | P24666 | recombinant LMPTP-A, OMFP fluorogenic substrate, fluorescence intensity | inhibition, % at 20 µM | actives 0.22% (n = 360,000);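 active = compounds that cut the enzyme signal by at least half of the control window in the single-dose screen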;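 note: plate controls were DMSO wells with enzyme plus substrate for no effect and substrate without enzyme for full effect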
Target sequence (P24666 whole entry, looked up): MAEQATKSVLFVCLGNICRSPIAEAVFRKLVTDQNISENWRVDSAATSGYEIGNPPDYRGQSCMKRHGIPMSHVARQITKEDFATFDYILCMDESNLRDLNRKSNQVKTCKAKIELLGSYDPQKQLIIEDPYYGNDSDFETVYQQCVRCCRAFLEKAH
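Test system: LMPTP-A, protein tyrosine phosphatase of low molecular weight; Input: 0.625 nM enzyme; Incubation: 50 min dark incubation at room temperature; Signal: endpoint fluorescence intensity from OMFP dephosphorylation; Read-out basis: % inhibition versus control wells.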
MsrA act: activates bovine MsrA enzyme | purified bovine MsrA, absorbance read-out | activation, % at 10.6 µM | actives 0.3% (n = 360,000); in the data active = activation above about 7.5%;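 note: 0% = vehicle and 100% = reference activator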
MsrA inhibitor: inhibitors of bovine MsrA; purified bovine MsrA, absorbance read-out; inhibition, % at 15.5 µM; actives 0.75% (n = 360,000); in the data active = inhibition above about 4.5%;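 note: 0% = vehicle wells with enzyme and 100% = reference inhibitor wells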
TbMetRS inhib: Trypanosoma brucei MetRS inhibition | actives 0.4% (n = 360,000) | AID 624268 | inhibition, % at 11.9 µM | purified T. brucei MetRS, ATP depletion, Kinase-Glo luminescence;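 active = inhibition above a per-plate cutoff of the control wells' mean inhibition plus 3 SD, cut at about 5.5% in these data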;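 note: 0% = DMSO wells median and 100% = median of wells with control inhibitor compound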
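Dosing: 11.9 µM single point; system: parasite MetRS enzyme; technique: luminescence of leftover ATP; times: 15 min enzyme-compound preincubation, 2 h reaction, 10 min detection, 25 °C; replicates: each compound tested once; read-out basis: percent inhibition relative to median high and low control wells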
SUMO1 PPI mod: SUMO1-SIM interaction modulation; P63165; SUMO1 binding to a labelled peptide, TR-FRET, 1 h; inhibition, % at 20 µM; actives 0.33% (n = 360,000); in the data active = inhibition above about 37%
Active calls of the source: *; / = not tested or not shown.

Sample of the layout (3 entries):
(1) COc1cc(CC(NC(C)=O)C(=O)NC2CCN(C(=O)c3cc(OC)c(OC)c(OC)c3)CC2)cc(OC)c1 (stereo not drawn)
(2) Oc1ccccc1N=N/C(=N/Nc1ccccc1O)c1ccccc1
(3) CCOc1ccc(OCCC(=O)OCC(=O)Nc2cc(S(=O)(=O)N3CCOCC3)ccc2C)cc1
entry no.,1,2,3
Scp1 inh,4,-1,25
STEP block,-1,-3,7
DNMT1 inh,-1,-20,12
NRP1-CendR mod,-12,14,-15
E coli Lon inh,9,1,-3
LMPTP inh,-0.7,-1.1,1.5
MsrA act,-7,-4,-4
MsrA inhibitor,-2.0,1.1,-0.5
TbMetRS inhib,-1.0,-0.3,-0.2
SUMO1 PPI mod,0,-4,-2

The list itself, previewed entries included:
(1) COc1cc(CC(NC(C)=O)C(=O)NC2CCN(C(=O)c3cc(OC)c(OC)c(OC)c3)CC2)cc(OC)c1 (stereo not drawn)
(2) Oc1ccccc1N=N/C(=N/Nc1ccccc1O)c1ccccc1
(3) CCOc1ccc(OCCC(=O)OCC(=O)Nc2cc(S(=O)(=O)N3CCOCC3)ccc2C)cc1
(4) COc1ccc(-n2nc(C(=O)NCC(=O)N3CCCC3)c3ccccc3c2=O)c(OC)c1
(5) COC(=O)c1ccccc1NC(=O)C1CCCN(S(=O)(=O)c2ccccc2)C1 (stereo not drawn)
(6) Cc1ccccc1C(=O)Nc1cccc(NC(=S)NC(=O)c2cccs2)c1
(7) Cc1ccc2c(c1)-c1c(ssc1=S)C(C)(C)N2C(=O)c1ccco1
(8) Oc1c(Br)cc(C2N=C(c3ccccc3)NO2)cc1Br (stereo not drawn)
entry no.,1,2,3,4,5,6,7,8
Scp1 inh,4,-1,25,4,-14,-10,-10,32
STEP block,-1,-3,7,-1,16,3,7,-1
DNMT1 inh,-1,-20,12,-2,-5,-2,-7,1
NRP1-CendR mod,-12,14,-15,11,4,-8,3,-4
E coli Lon inh,9,1,-3,-19,-6,-1,5,-6
LMPTP inh,-0.7,-1.1,1.5,-1.3,0.7,3.2,7.5,-2.1
MsrA act,-7,-4,-4,-14,2,2,-2,-14
MsrA inhibitor,-2.0,1.1,-0.5,1.0,-0.4,2.7,0.8,3.5
TbMetRS inhib,-1.0,-0.3,-0.2,-1.0,1.1,-0.5,-0.4,-1.5
SUMO1 PPI mod,0,-4,-2,-2,3,2,-7,2

(9) COc1ccc(S(=O)(=O)N2CC(C)OC(C)C2)cc1C(=O)N1CCCCC1 (stereo not drawn)
(10) CCC(Sc1nc2ccsc2c(=O)n1Cc1ccc(C(=O)O)cc1)C(=O)Nc1ccc(C)c(Cl)c1 (stereo not drawn)
(11) CN1CCN(C(=O)c2cc(=O)c3cc(Cl)ccc3o2)CC1
(12) CCOC(=O)/C(N=Nc1sc(C(=O)OC)c(C)c1C(=O)OCC)=C(\O)CCl
(13) CCc1ccc(N(C(=O)CCC(=O)Nc2cc(C)on2)C(C(=O)NC(C)(C)C)c2ccc(OC)cc2)cc1 (stereo not drawn)
(14) O=C(O)C(Cc1ccccc1[N+](=O)[O-])N1C(=O)c2ccccc2C1=O (stereo not drawn)
(15) CCc1ccc(-n2c(SCC(=O)c3ccc4c(c3)NC(=O)CO4)nc3ccccc3c2=O)cc1
(16) COc1ccccc1N1CCN(C(=O)N2CCOCC2)CC1
entry no.,9,10,11,12,13,14,15,16
Scp1 inh,-7,-13,-2,-6,-5,-2,-7,-15
STEP block,-1,0,-2,0,-1,-3,-3,-2
DNMT1 inh,3,0,0,-6,0,-2,27,-4
NRP1-CendR mod,7,8,2,-8,13,4,-9,3
E coli Lon inh,3,-3,-7,1,-1,2,-4,-8
LMPTP inh,-0.4,2.2,-2.0,0.7,0.3,-1.5,1.5,-1.3
MsrA act,-4,-1,-3,-3,1,-7,-2,1
MsrA inhibitor,1.4,-0.8,1.2,1.6,-0.5,1.6,-0.7,-0.1
TbMetRS inhib,-0.1,1.1,-0.8,-0.1,-0.5,-0.2,0.1,-0.5
SUMO1 PPI mod,0,8,-4,-1,-2,-3,3,-2

(17) O=C(NC1CCCC1)C(c1ccco1)N(C(=O)c1ccco1)c1ccc(F)cc1 (stereo not drawn)
(18) CCOC(=O)c1[nH]c2ccccc2c1NC(=O)C1CCCC1
(19) COc1ccc(N=c2oc3c(OC)cccc3cc2C(=O)NCc2ccco2)c(OC)c1
(20) CC1CCN(CC(=O)Nc2ccc(S(=O)(=O)N3CCCC(C)C3)cc2)CC1 (stereo not drawn)
(21) CC(C)Oc1ccc(C(=O)NCCNC(=O)c2ccco2)cc1
(22) Cc1ccc(C(O)c2ncc(-c3ccc(C(F)(F)F)cc3)[nH]2)cc1F (stereo not drawn)
(23) O=C(NCc1ccc2c(c1)OCO2)c1cc(-c2ccccc2)c(N2CCOCC2)s1
(24) CN(C)CCN(Cc1ccccc1)S(=O)(=O)c1csc(C(N)=O)c1
entry no.,17,18,19,20,21,22,23,24
Scp1 inh,0,-7,12,-5,-8,/,-11,-6
STEP block,-1,-1,4,-4,-2,0,2,3
DNMT1 inh,-4,0,0,-2,0,-3,-4,1
NRP1-CendR mod,10,2,-15,11,5,-8,8,14
E coli Lon inh,-4,-4,1,0,0,-5,-4,2
LMPTP inh,-0.9,-0.2,1.8,-0.8,-0.7,2.7,4.8,-2.2
MsrA act,-3,2,1,6,-1,-2,-4,-2
MsrA inhibitor,-0.3,0.8,/,-0.2,-0.1,-0.3,/,0.0
TbMetRS inhib,-0.3,-0.3,-0.2,-0.5,-0.3,-0.1,-0.4,0.2
SUMO1 PPI mod,-2,-1,-24,8,26,5,1,5

(25) CC(=O)Nc1ccc(S(=O)(=O)N2CCN(C(C)CCc3ccccc3)CC2)cc1 (stereo not drawn)
(26) CN(Cc1ccccc1)C(=O)c1[nH]cnc1C(=O)NC1CCN(C(=O)OC(C)(C)C)CC1
(27) CCOc1ccccc1/C=c1\sc2ncnn2c1=O
(28) Cc1ccc(-c2cc3nc(-c4ccccc4)cc(NCCCO)n3n2)cc1
(29) O=C(C1CCC1)N1CCc2cc(S(=O)(=O)NCCN3CCN(c4ccccc4F)CC3)ccc21
(30) COc1cc(C(=O)O)nc2ccc([N+](=O)[O-])cc12
(31) COc1ccc(CC(=O)NNC(=O)c2ccc(Br)s2)cc1OC
(32) Cc1ccc(C)c(NCCCCCCCC(=O)O)c1
entry no.,25,26,27,28,29,30,31,32
Scp1 inh,6,-8,-9,/,-2,-7,-10,/
STEP block,0,-3,2,0,3,-2,-1,-2
DNMT1 inh,-6,2,-4,-7,-4,1,2,12
NRP1-CendR mod,-1,2,-2,-29,-3,4,13,-10
E coli Lon inh,0,-6,-4,-19,0,-1,-10,-2
LMPTP inh,-1.6,-0.2,-1.0,2.6,-0.1,-0.1,-1.1,-0.4
MsrA act,-2,0,-2,-3,0,3,-1,2
MsrA inhibitor,-0.4,-0.1,-0.2,2.7,0.6,1.6,0.9,-1.6
TbMetRS inhib,0.2,-0.3,0.6,0.0,-0.7,0.9,0.0,-0.4
SUMO1 PPI mod,-1,-1,2,11,-1,-7,2,12

(33) Cc1cc(C(F)F)n2nc(C(=O)Nc3ccccc3Br)nc2n1
(34) COc1cc(-c2cc(C(=O)OCC(=O)NC3CC3)c3ccccc3n2)cc(OC)c1OC
(35) Cc1ccc(NC(=O)CSc2nc(-c3ccco3)cc(C(F)(F)F)n2)cc1C
(36) O=C(CSc1nnc(NC2CCCCC2)s1)Nc1ccc(N2CCOCC2)cc1
(37) CC(CNC(=O)C1CCCCC1C(=O)O)c1ccccc1 (stereo not drawn)
(38) CCOC(=O)c1csc(NC(=O)c2cc(=O)c3ccccc3o2)n1
(39) OC(c1ccc(F)cc1)c1nc(-c2ccncc2)cs1 (stereo not drawn)
(40) c1ccc(CNc2nc(NCC3CC3)nc3cc(-c4ccccc4)sc23)cc1
entry no.,33,34,35,36,37,38,39,40
Scp1 inh,-6,-1,-5,-4,-4,2,/,/
STEP block,-3,0,-1,2,-1,-1,0,11
DNMT1 inh,3,0,-2,-1,-1,2,1,-2
NRP1-CendR mod,-18,9,-9,2,1,0,2,-6
E coli Lon inh,5,-8,-7,2,6,-11,0,-7
LMPTP inh,-1.0,1.3,-0.1,-1.5,0.0,-0.8,-0.8,5.4
MsrA act,-2,-3,-14,-1,-2,-8,0,-12
MsrA inhibitor,0.3,2.1,-0.2,-2.0,0.0,4.7*,-1.3,-0.8
TbMetRS inhib,0.5,-0.1,-1.2,0.0,-0.6,-0.9,0.3,-0.5
SUMO1 PPI mod,-5,-27,-3,1,-4,-11,0,-5

(41) Cc1cccc(Nc2ncc3c(n2)CC(C)CC3=O)c1 (stereo not drawn)
(42) S=C(NCc1ccc(Cl)c(Cl)c1)NCc1ccco1
(43) COc1ccc(-c2nc(C)sc2C)cc1
(44) CCOC(=O)c1ccc(N2C(=O)CC(N3CCC(O)(c4ccc(Br)cc4)CC3)C2=O)cc1 (stereo not drawn)
(45) Cc1c(C(=O)NCCN2CCOC2=O)oc2c(F)cccc12
entry no.,41,42,43,44,45
Scp1 inh,-2,-7,-1,-4,1
STEP block,-1,3,1,-4,-2
DNMT1 inh,-5,-5,2,-3,0
NRP1-CendR mod,-11,-6,5,1,-5
E coli Lon inh,17,0,4,3,-4
LMPTP inh,-0.3,2.6,0.1,-0.4,-0.6
MsrA act,-2,-3,-8,-5,-13
MsrA inhibitor,1.0,0.4,2.2,-0.6,-0.5
TbMetRS inhib,-1.8,0.5,-0.4,-0.4,-0.5
SUMO1 PPI mod,-2,4,2,3,2

Copied from above, compounds 6 to 7
(6) Cc1ccccc1C(=O)Nc1cccc(NC(=S)NC(=O)c2cccs2)c1
(7) Cc1ccc2c(c1)-c1c(ssc1=S)C(C)(C)N2C(=O)c1ccco1
entry no.,6,7
Scp1 inh,-10,-10
STEP block,3,7
DNMT1 inh,-2,-7
NRP1-CendR mod,-8,3
E coli Lon inh,-1,5
LMPTP inh,3.2,7.5
MsrA act,2,-2
MsrA inhibitor,2.7,0.8
TbMetRS inhib,-0.5,-0.4
SUMO1 PPI mod,2,-7

Bioassay records as filed in PubChem BioAssay.
